DAX1 inh-1 = DAX1 (NR0B1) inhibitors, primary screen, cell-based, HEK293, Gal4-DAX1, luciferase luminescence | inhibition, % at 6.75 µM | AID 504766, 2011 | hit rate 0.99% among 340,000 | Nuclear receptor subfamily 0 group B member 1 (Homo sapiens), P51843 | HEK293 Gal4-DAX1 luciferase reporter;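 active = inhibition above the mean over all tested compounds plus 3 SD, cut at about 4.2% in these data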;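 note: 0% = DAX1-transfected cells with DMSO and 100% = empty-vector control cells with DMSO; inhibition shows as a rise in luminescence from relieved DAX1 repression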
NPR1 activator = GC-A stimulated cGMP production enhancers – HEK293 GC-A cells, cGMP TR-FRET, EC30 ANP, primary screen; AID 1671463, 2021; 0% at EC30 ANP, 100% saturating ANP; activation, % at 10 µM; Atrial natriuretic peptide receptor 1 (Homo sapiens), P16066; hit rate 0.14% among 370,000; in the data active = activation above about 40%
Target sequence (P16066 whole entry, looked up): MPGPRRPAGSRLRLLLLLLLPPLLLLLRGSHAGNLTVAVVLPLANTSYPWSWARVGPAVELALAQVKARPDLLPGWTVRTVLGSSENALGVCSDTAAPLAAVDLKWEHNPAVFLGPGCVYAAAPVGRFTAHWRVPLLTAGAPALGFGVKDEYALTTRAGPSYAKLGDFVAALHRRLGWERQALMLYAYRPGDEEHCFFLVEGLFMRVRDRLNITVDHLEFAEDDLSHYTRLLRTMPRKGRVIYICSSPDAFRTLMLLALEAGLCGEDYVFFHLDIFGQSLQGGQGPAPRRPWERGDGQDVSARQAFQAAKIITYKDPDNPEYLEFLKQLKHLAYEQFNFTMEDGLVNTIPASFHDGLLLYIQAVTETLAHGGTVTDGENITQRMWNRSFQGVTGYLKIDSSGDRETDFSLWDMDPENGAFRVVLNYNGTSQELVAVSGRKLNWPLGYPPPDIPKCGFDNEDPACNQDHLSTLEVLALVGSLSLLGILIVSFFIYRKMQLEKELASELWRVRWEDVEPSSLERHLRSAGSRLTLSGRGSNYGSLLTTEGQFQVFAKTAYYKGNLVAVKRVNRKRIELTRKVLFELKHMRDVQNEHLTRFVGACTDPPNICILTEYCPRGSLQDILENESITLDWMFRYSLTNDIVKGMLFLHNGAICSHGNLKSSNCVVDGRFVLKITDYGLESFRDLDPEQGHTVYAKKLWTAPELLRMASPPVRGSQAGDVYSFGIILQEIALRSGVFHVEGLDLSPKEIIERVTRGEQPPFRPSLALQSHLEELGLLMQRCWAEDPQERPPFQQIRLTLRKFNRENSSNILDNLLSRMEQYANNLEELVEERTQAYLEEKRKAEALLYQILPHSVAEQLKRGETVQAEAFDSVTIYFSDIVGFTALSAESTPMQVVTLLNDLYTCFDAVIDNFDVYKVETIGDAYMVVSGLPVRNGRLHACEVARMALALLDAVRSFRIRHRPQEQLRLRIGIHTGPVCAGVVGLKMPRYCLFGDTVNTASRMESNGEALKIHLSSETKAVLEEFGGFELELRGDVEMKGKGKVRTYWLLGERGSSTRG
hgDAF12 agonist = H. glycines DAF-12 receptor agonists, primary screen, cell-based, luminescence, HEK293, GAL4 fusion, UAS-luciferase. HEK293 GAL4-hgDAF12 UAS-luciferase reporter, agonist luminescence; normalized to butyrate control. activation, % at 6.8 µM. hit rate 1.8% among 370,000. Nuclear hormone receptor DAF-12 (Heterodera glycines), GAL4 fusion;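 active = activation above a cutoff set at the mean of all screened compounds plus 3 SD, cut at about 10% in these data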;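 note: 0% = DMSO wells and 100% = sodium butyrate wells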
SMARCA2 activ = SMARCA2 (BRM) function activators, primary screen, cell-based, luminescence, high throughput; MG213 cells, MMTV-luciferase reporter, dexamethasone, overnight; activation, % at 9.1 µM; hit rate 1% among 370,000; AID 652017, 2013; in the data active = activation above about 7.8%;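 note: 0% = vehicle wells and 100% = reference activator wells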
DAX1 inh-2 = DAX1 (NR0B1) inhibitors on StAR promoter, primary screen, cell-based, luminescence, SF-1 (NR5A1), full-length DAX-1. hit rate 1.1% among 370,000. AID 652010, 2013. inhibition, % at 6.8 µM. HEK293T StAR-luciferase reporter, SF-1/DAX-1 repression relief;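 active = inhibition above the mean over all tested compounds plus 3 SD, cut at about 3.6% in these data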;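 note: 0% = DAX-1 cells with DMSO and 100% = cells lacking DAX-1 with DMSO; higher inhibition means more luminescence from relief of DAX-1 repression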
ADAM17 inh = ADAM17 inhibitors, primary screen, biochemical, QFRET; Disintegrin and metalloproteinase domain-containing protein 17 (Homo sapiens), P78536; inhibition, % at 6.95 µM; AID 720648, 2013; recombinant ADAM17, EDANS/DABCYL FRET peptide cleavage; hit rate 0.83% among 370,000;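 active = inhibition above the mean of compounds lying between control limits plus 3 SD, set per campaign, cut at about 8.5% in these data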;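 note: 0% = DMSO-only wells as the low control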
PG9 binder = binders of HIV-1 gp120 antibody PG9, primary screen, biochemical, TR-FRET | HIV-1 gp120 / PG9 antibody interaction | TR-FRET gp120-PG9 antibody binding | inhibition, % at 6.7 µM | hit rate 0.43% among 360,000 | AID 624416, 2012; in the data active = inhibition above about 8.5%
hcDAF-12 act = H. contortus DAF-12 nuclear receptor activators, primary screen, cell-based, luminescence, HEK293, lit1-tk-luc reporter; HEK293 hcDAF-12 lit1-tk-luc reporter; 0% DMSO, 100% Δ7-dafachronic acid; activation, % at 6.8 µM; hit rate 1.4% among 370,000; AID 652067, 2013;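 active = activation above the mean of all tested compounds plus 3 SD, cut at about 5.5% in these data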;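 note: 100% = response to 3 µM Δ7-dafachronic acid high control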
ssDAF12 agonist = S. stercoralis DAF-12 nuclear receptor activators, primary screen, cell-based, luminescence, HEK293, GRIP1 co-expression, lit1-tk-luc. HEK293 ssDAF-12/GRIP1 lit1-tk-luc reporter; % of 3 µM dafachronic acid response. Nuclear hormone receptor DAF-12 (Strongyloides stercoralis). activation, % at 6.8 µM. hit rate 1% among 370,000;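 active = activation above the mean over all tested compounds plus 3 SD, cut at about 0.9% in these data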;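 note: 0% = DMSO-only wells and 100% = 3 µM delta7-dafachronic acid wells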
ADAM10 inh = human ADAM10 inhibitors, primary screen, biochemical, QFRET, HTS | Disintegrin and metalloproteinase domain-containing protein 10 (Homo sapiens), O14672 | recombinant ADAM10, EDANS/DABCYL FRET peptide cleavage, 3 h | inhibition, % at 7 µM | hit rate 0.62% among 370,000 | AID 720582, 2013;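 active = inhibition above a per-campaign cutoff equal to the mean of compounds falling between control-based bounds plus 3 SD, cut at about 20% in these data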;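 note: 0% = DMSO wells while the 100% control is not disclosed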
GAA850 FXN act = FXN promoter activators, primary screen, cell-based, luciferase luminescence, HEK293 lucGAA850; activation, % at 6 µM; hit rate 0.56% among 360,000; HEK293 lucGAA850 FXN promoter luciferase reporter, 24 h; percent of 10 µM SAHA response; AID 540364, 2011;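 active = activation above the average of all compounds screened plus 3 SD, cutoff fixed separately per campaign, cut at about 7.5% in these data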;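 note: 0% = DMSO wells and 100% = 10 µM SAHA wells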
Active calls of the source: *; i = inactive; . = no result given. Not a hit list; about 6.8% have a hit in one of these screens.

SMILES | DAX1 inh-1 | NPR1 activator | hgDAF12 agonist | SMARCA2 activ | DAX1 inh-2 | ADAM17 inh | PG9 binder | hcDAF-12 act | ssDAF12 agonist | ADAM10 inh | GAA850 FXN act
COc1ccc(O)c(/C=N\NC(=O)CCn2nnc3ccccc32)c1 | -1.2 | 1.9 | -2.3 | -4.2 | -0.2 | -31.3 | -0.3 | -1.1 | -1.4 | -108.1 | -1.1
Oc1ccc(-c2[nH]ncc2-c2cnn(-c3ccccc3)c2)c(O)c1 | 1.4 | 1.5 | -0.7 | -3.4 | 0.5 | -2.5 | 3.1 | -1.6 | -1.0 | 1.2 | 1.1
C/C(=N\O)C1/C(=N/O)CC2C1C2(C)C (stereo not given) | 0.3 | 1.6 | 1.1 | -3.4 | 0.9 | -7.1 | 3.1 | -0.5 | -1.7 | -0.3 | 0.6
O=C(CN1CCN(c2ccc(F)cc2)CC1)Nc1ccc(-n2cnnn2)cc1 | 0.9 | 8.2 | 1.7 | -2.9 | -0.1 | 1.7 | -0.5 | -1.7 | -1.4 | 1.1 | -0.7
O=C(c1cccc(NS(=O)(=O)c2ccc(F)c(F)c2)c1)N1CCN(C(c2ccccc2)c2ccccc2)CC1 | -0.3 | 2.3 | 0.3 | -4.7 | 0.4 | -0.1 | -1.5 | 0.2 | -0.8 | -6.1 | 2.7
CC(=O)N(Cc1ccccc1)C1CC(=O)N(Cc2ccccc2)C1=O (stereo not given) | -0.8 | 2.1 | -1.3 | 2.6 | -0.1 | -2.4 | 2.1 | -0.8 | -1.2 | -1.2 | -1.3
CCCOc1ccc(NC(N)=O)cc1OCCC | 0.4 | 0.2 | -3.7 | 5.0 | 0.0 | 3.0 | 2.5 | -1.9 | -0.4 | -4.3 | 2.2
O=C(NCc1nnc(SCC(=O)N2CCCc3ccccc32)o1)c1c(F)cccc1Cl | 0.8 | -0.9 | -3.6 | -0.5 | -0.5 | -0.9 | -2.0 | -2.2 | -1.7 | -3.7 | -0.3
O=C(NCc1nnc2c3ccccc3c(-c3ccccc3)nn12)c1ccccc1Cl | 0.4 | -5.0 | 2.4 | -1.6 | -0.5 | -1.7 | 1.6 | 0.9 | -1.3 | 1.1 | 1.8
CCOC(=O)CCC(NC(=O)CCCCCCCCC(=O)NC(CCC(=O)OCC)C(=O)OCC)C(=O)OCC (stereo not given) | 0.9 | 0.6 | -1.4 | -5.3 | -0.6 | -1.9 | 0.8 | -2.1 | -0.8 | -1.6 | -0.8
CC(C)c1nccn1S(=O)(=O)c1cc(Cl)ccc1Cl | 0.6 | 4.5 | -1.2 | -0.1 | 0.3 | -1.9 | 1.2 | 0.0 | -0.7 | -0.3 | 1.4
CCN1CCc2c(C#N)c(N3CCOCC3)nc(N3CCOCC3)c2C1 | -0.8 | 1.6 | -1.6 | 0.9 | -0.1 | -31.2 | -0.2 | -0.4 | -0.9 | -96.1 | 0.7
O=C(OCc1cn([C@H]2C[C@H](c3ccccc3)N(CC3CCCCC3)C[C@@H]2O)nn1)c1ccccc1 | 0.9 | -0.3 | 2.1 | 1.6 | -0.1 | 0.7 | -0.2 | -2.0 | -1.1 | 8.5 | -0.3
Cc1[nH][nH]c(=O)c1C=NCc1cccs1 | 2.5 | 2.0 | -2.8 | -0.5 | 0.0 | -2.9 | 1.6 | 0.1 | 0.2 | -4.6 | 3.6
CCOc1ccc2[nH]c3ncccc3c(=O)c2c1 | -1.0 | 7.8 | 6.0 | -0.7 | 0.0 | -45.4 | -0.7 | -0.2 | 0.1 | -200.1 | 1.9
CCCNC(=O)C1(C)CCN(Cc2noc(-c3ccccc3OC)n2)C1 (stereo not given) | . | -0.8 | -0.7 | -2.6 | -0.8 | 2.8 | -1.0 | 0.6 | -1.3 | -14.6 | -1.0
COc1ccc(-c2ccc(CCC(=O)O)o2)cc1 | -1.9 | 1.4 | -0.7 | 1.6 | 0.0 | -15.6 | -1.0 | 0.3 | -2.3 | -40.6 | 3.4
COc1ccc(CNC(=O)c2cccc(S(=O)(=O)N3CCCCC3)c2)cc1OC | -2.4 | -1.3 | -7.4 | -1.7 | -6.3 | 1.1 | -2.2 | -3.6 | -1.7 | -3.6 | -4.0
O=C(COC(=O)c1cccc2ccccc12)Nc1ncc(C(F)(F)F)cc1Cl | -0.7 | 2.8 | 0.1 | -1.0 | 0.1 | -7.6 | -0.3 | -0.3 | -1.1 | -28.9 | -1.5
O=C1CCC2(CCC(c3ccccc3)CC2)N1CCO (stereo not given) | . | 0.9 | 0.9 | -2.8 | -0.8 | 0.8 | . | -1.5 | -1.2 | 5.8 | .
COc1ccc(NC(=O)c2cc(S(=O)(=O)N3CCc4ccccc43)cn2C)cc1 | 0.1 | -32.2 | 0.9 | -2.6 | 0.1 | 5.1 | 0.5 | 0.3 | -1.0 | 5.2 | 1.4
CCC(=O)Oc1ccc(C(=O)Nc2ccccc2C(=O)NCC(C)C)cc1 | -2.6 | 1.6 | 1.1 | 1.4 | -0.8 | 2.0 | 1.3 | -0.3 | -1.6 | 2.3 | 2.4
COc1cccc(NC(=O)c2ccc(NC(=O)C(C)(C)C)cc2)c1 | 0.9 | -0.5 | 6.7 | 0.3 | 1.8 | -1.9 | -2.9 | -0.6 | -1.1 | -1.4 | 6.4
O=C1C[C@@H]2CCN3C(=O)CCC[C@@H]([C@H]23)[C@@H]1Cc1ccccc1 | -1.1 | 1.1 | -1.0 | 0.9 | 3.9* | -2.3 | -0.4 | -0.6 | -1.0 | -10.0 | 1.3
O=C(Nc1ccccc1)c1cc(C2CCCCN2C(=O)c2cccs2)on1 (stereo not given) | . | -1.1 | 1.6 | -3.1 | -0.3 | -0.1 | -0.4 | -1.0 | -1.7 | -9.1 | 0.3
CCC1=Nc2cc(C(=O)NCCN3CCOCC3)ccc2Sc2ccccc21 | 0.5 | 1.1 | -1.6 | -1.4 | 0.1 | 0.9 | -1.1 | 0.0 | -0.6 | 1.0 | 2.8
Cc1ccc(Nc2nc3ccccc3c(=O)s2)cc1C | -0.1 | 3.8 | -2.9 | -0.5 | -0.3 | -1.4 | -2.7 | -0.7 | -1.0 | -1.8 | 1.8
CCOc1ccc(NC(=O)C2CCCN(S(=O)(=O)c3cccc4nsnc34)C2)cc1 (stereo not given) | 1.1 | -1.5 | 0.5 | -0.5 | -0.1 | -0.2 | -1.9 | 0.0 | -1.5 | 0.3 | -0.5
COc1ccc(-c2noc(CCCC(=O)N3CCOCC3)n2)cc1 | -0.3 | 1.9 | -0.7 | 0.6 | -0.3 | -1.2 | 0.6 | -2.6 | -2.1 | 1.8 | -1.7
COc1ccc(/C=N/NC(=O)c2nc(-c3ccccc3)n(-c3ccccc3)n2)cc1 | -1.0 | 2.7 | -0.8 | 0.3 | -0.3 | 3.2 | -2.7 | -2.5 | -1.6 | -1.1 | -2.4
Cc1ccc2[nH]c(=O)c(CN(CCCN(C)C)C(=S)NCCc3ccccc3)cc2c1 | 1.0 | -6.4 | -0.8 | -0.7 | 0.0 | -7.5 | -0.8 | -0.6 | -2.1 | -15.2 | -1.8
O=c1c2ccccc2nc(COc2ccccc2)n1/N=C/c1ccc(O)c(O)c1 | -1.5 | -28.0 | 10.2 | 2.0 | 0.7 | -2.6 | -2.1 | 0.5 | -1.1 | 7.6 | 5.3
COc1ccc(CNC(=O)COC(=O)CC2CC3CCC2C3)cc1OC (stereo not given) | -0.5 | -1.0 | -0.7 | -1.1 | 0.7 | 0.5 | -1.5 | -0.4 | -0.1 | -3.0 | -0.8
NS(=O)(=O)c1cc(C(=O)NCCc2ccccn2)ccc1Cl | 2.0 | -4.5 | 1.5 | -3.8 | 0.4 | -4.7 | -1.1 | 1.6 | 0.4 | -1.6 | 1.5
O=C(NCCc1ccccc1)C1CCN(C(=O)Nc2ccccc2)CC1 | 4.0 | 3.1 | 5.8 | -1.0 | 2.3 | -0.8 | 0.9 | 2.7 | -0.2 | -3.1 | 1.9
O=C(CCl)N=c1sccn1Cc1cccc2ccccc12 | -4.1 | -7.8 | -16.6 | -12.8 | -2.2 | -2.3 | 1.7 | -2.6 | -1.9 | 1.3 | -9.5
Cc1cc(C)nc(NC(=O)c2c(F)c(F)c(F)c(C(=O)Nc3cc(C)cc(C)n3)c2F)c1 | . | 2.4 | -1.4 | -2.7 | -0.4 | -32.4 | -1.3 | -0.3 | -1.3 | -85.8 | -2.4
O=C(NCc1cccnc1)c1ccc(-c2cc3ccccc3oc2=O)cc1 | -3.7 | 0.2 | -4.3 | 0.6 | -2.4 | -230.2 | 0.2 | -1.6 | -2.3 | i | 4.1
COc1ccc(C(=O)C2CCCN(C(=O)CCC3=NNC(=O)CC3)C2)c(C)c1 (stereo not given) | -0.8 | -7.5 | -0.6 | -2.3 | -0.4 | -4.3 | 0.3 | 0.8 | -1.7 | -2.6 | -1.6
CCS(=O)(=O)c1nc(S(=O)(=O)c2ccc(Cl)cc2)c(N2CCOCC2)s1 | 0.3 | 4.4 | 0.6 | -1.7 | -0.2 | -2.1 | 0.8 | -0.8 | -0.6 | 0.4 | 0.3
Nc1c(C(=O)CSc2nc(-c3ccccc3)cs2)c(=O)[nH]c(=O)n1C1CC1 | 0.4 | -3.5 | -1.0 | -1.9 | -2.7 | -3.2 | -1.3 | 0.6 | -1.4 | -5.7 | -1.5
CCOC(=O)C1=C(C)N(c2ccccc2)C(=O)C1CC(=O)O (stereo not given) | -0.4 | -1.7 | -1.3 | -1.9 | -0.6 | -2.5 | -0.1 | 0.3 | -0.9 | -6.7 | -1.4
Cc1ccc(NC(=S)N(C)Cc2cn(C)c3ccccc23)cc1 | -1.7 | -3.1 | 3.1 | -0.8 | 0.5 | -1.7 | 0.4 | -0.7 | -1.3 | 2.8 | -1.2
CC(C)(C)S(=O)(=O)N1C[C@@H]2CC(=O)C(CCO)=C2[C@H]1CCO | . | 0.4 | 1.0 | -3.3 | -1.6 | -7.0 | 0.0 | -0.5 | -0.2 | -1.7 | .
O=C1CC(C(=O)N2CCN(c3ccccc3Cl)CC2)CN1Cc1ccccc1 (stereo not given) | 0.6 | -1.9 | -1.4 | -2.3 | -0.3 | 4.3 | -2.4 | 0.0 | -1.2 | -5.7 | 1.3

Screening results as filed in PubChem.
